From PubChem
Rat MKP-3 inhibitors = MKP-3 phosphatase inhibitors, primary screen, biochemical, rat enzyme, in vitro (AID 425); one-dose inhibition, % at 20 µM; IC50 in µM for titrated hits; recombinant MKP-3 phosphatase activity, fluorescence; higher % means a stronger effect; Dual specificity protein phosphatase 6 (Rattus norvegicus); 110,000 compounds, 0.17% hits; in the data active means inhibition above about 50%;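 further: plate controls were vehicle for no effect and reference inhibitor for full effect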
Hsp70 inhibitors = Hsp70 inhibitors, probe displacement, primary screen, biochemical, fluorescence polarization (AID 583); 140,000 compounds, 0.06% hits; displacement, % at 20 µM, or IC50 in µM where a hit was titrated; Hsp70 fluorescence polarization probe displacement, mP; higher % means a stronger effect; in the data active means displacement above about 50%;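 further: plate controls were vehicle for no effect and reference ligand for full effect; a part of the inactive calls stands beside numbers as strong as those of hits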
* = called active by the depositor; . = no result given; & = joins results of further samples. An excerpt, so the mix of outcomes need not match the whole.

Hsp70 inhibitors	Rat MKP-3 inhibitors	SMILES
1.5%	0%	Cn1ccnc1SCC(=O)Nc1ccccc1F
1.5%	-1%	CC(C)c1cc(CN(C)C)cc(C(C)C)c1O
-0.4%	2%	COc1cccc(NC(=O)CN(c2ccc(Br)cc2)S(C)(=O)=O)c1
1.5%	-3%	CCCNS(=O)(=O)c1ccc(CCC(=O)N2CCOCC2)cc1
1.3%	3%	Cc1ccc(Cl)c(OCCCCN2CCCC2)c1
-3.0%	-7%	CCOC(=O)c1c(NC(=O)CN2CCCCC2)sc2c1CCN(C(=O)OCC)C2
4.1%	7%	CCN(CC)C(=O)CSc1nnc(-c2ccccc2)n1N
0.7%	3%	O=C1CSC(c2nn(-c3ccccc3)cc2-c2cc3ccccc3oc2=O)N1Cc1ccco1 (stereo not drawn)
-3.6%	-1%	O=C(CCN1C(=O)/C(=C/c2ccccc2)SC1=S)Nc1cccc(Cl)c1
2.7%	.	O=C(NC(=O)N1CCN(c2ccc(F)cc2)CC1)c1ccccc1
-3.8%	.	COc1cc(S(=O)(=O)N(C)C)ccc1Br
0.2%	0%	COc1ccccc1N(CC(=O)Nc1ccc2ccccc2c1)S(=O)(=O)c1ccccc1
2.9%	-8%	CCOC(=O)Nc1ccc(S(=O)(=O)Nn2cnnc2)cc1
12%	.	COc1cc(S(=O)(=O)Nc2c(C)cc(C)cc2C)ccc1Cl
-0.3%	3%	NC(=S)N/N=C/c1cn(-c2ccccc2)nc1-c1ccc(Cl)cc1
1.6%	-1%	CC1Cc2ccccc2N1C(=S)Nc1ccc2nccnc2c1 (stereo not drawn)
0.7%	-5%	CN1C(=O)c2cccc(N(C)C)c2C1=O
-5.4%	3%	Cc1ccc2c(c1)NC(c1ccc(C)o1)C1=C(CC(c3ccccc3)CC1=O)N2 (stereo not drawn)
-3.8%	4%	O=C(O)C1CC=CCC1C(=O)NC12CC3CC(CC(C3)C1)C2 (stereo not drawn)
3.9%	.	CC1(C)Cc2c(sc(NC(=O)c3ccco3)c2C(=O)O)CO1

Overlap with the part before: 3 compounds, then new ones.
Hsp70 inhibitors	Rat MKP-3 inhibitors	SMILES
-5.4%	3%	Cc1ccc2c(c1)NC(c1ccc(C)o1)C1=C(CC(c3ccccc3)CC1=O)N2 (stereo not drawn)
-3.8%	4%	O=C(O)C1CC=CCC1C(=O)NC12CC3CC(CC(C3)C1)C2 (stereo not drawn)
3.9%	.	CC1(C)Cc2c(sc(NC(=O)c3ccco3)c2C(=O)O)CO1
3.5%	.	CC(c1cccs1)N(C(=O)Nc1ccccc1)C1CCCCC1 (stereo not drawn)
0.3%	0%	O=S1(=O)C=CC(Nc2cccc(Cl)c2)C1 (stereo not drawn)
-0.1%	0%	CC(=O)C1=C(O)C(=O)N(CCN(C)C)C1c1ccc(F)cc1 (stereo not drawn)
0.5%	-3%	O=C(NCc1ccco1)Nc1ccc(Br)cc1Cl
1.4%	2%	COc1cc(C(=O)Nc2ccccc2)c2ccccc2n1
3.8%	.	Cc1ccccc1OCc1nc2ccc(S(=O)(=O)N3CCOCC3)cc2[nH]1
-2.9%	0%	CC1=C(C(=O)Nc2ccccc2)C(c2cccc(Br)c2)NC(=O)N1 (stereo not drawn)
2.8%	4%	O=C(CSc1nc2ccccc2[nH]1)Nc1nc2c(s1)CCCC2
-1.1%	-8%	Cn1c(OCc2cccnc2)nc2c1c(=O)n(Cc1ccc(Br)cc1)c(=O)n2C
0.6%	-6%	Cn1c(=O)c(C(=O)CSc2nncs2)c(N)n(Cc2ccccc2)c1=O
-1.5%	0%	Cc1ccccc1OCC(=O)N/N=C/c1cn(C)c2ccccc12
-1.6%	3%	CCC(C)(C)C1CCc2c(sc(NC(=O)c3ccc([N+](=O)[O-])c(C)c3)c2C(N)=O)C1 (stereo not drawn)
-4.6%	7%	CCOC(=O)c1c(CN2CCN(CCO)CC2)n(C)c2cc(Br)c(OC)cc12
5.5%	.	Cc1c(C(=O)Nc2ccc3c(c2)OCCO3)sc2nc(-c3ccccc3)cn12
1.1%	.	CCN(CC)C(=O)CSc1nc2ccccc2c(=O)n1OC(C)C
2.8%	0%	C/C(=N\Nc1nnc2c(n1)[nH]c1ccccc12)c1ccccn1
-0.2%	.	CC1CCCN(CC(O)CN)C1 (stereo not drawn)
4.7%	0%	COc1ccccc1N1C(=O)CCC1(C#N)c1ccccc1 (stereo not drawn)
2.6%	.	Cc1ccccc1OCC(=O)OC1CCN(C)CC1
1.9%	1%	COc1ccccc1/C=C/C(=O)c1c2c(c(C)[nH]c1=O)CCCC2
.	-5%	COc1ccc(OC)c(CNC(=O)C2CCCN(C(=O)N(C)C)C2)c1 (stereo not drawn)
-1.7%	3%	COc1ccc(N(CC(=O)Nc2ccc(OC)c(OC)c2)S(C)(=O)=O)cc1Cl
5.4%	9%	C=CCOc1c(Cl)cc(/C=C2/C(=O)NN(c3ccc(C)c(C)c3)C2=O)cc1OC
2.5%	-2%	NS(=O)(=O)c1ccc(CCNc2ccc(C(F)(F)F)cc2[N+](=O)[O-])cc1
-3.2%	-8%	CC1NC2(C(=O)N(Cc3ccccc3)c3ccccc32)C2C(=O)N(c3ccccc3)C(=O)C12 (stereo not drawn)
1.4%	.	CCn1c(C)nc2c1C(=O)c1ccccc1C2=O
14%	-9%	Cc1ccc([C@@H]2C3COCC=C3C(C#N)=C(N)C2(C#N)C#N)o1 (stereo partly drawn)
-2.8%	.	Cc1cccnc1NC(=O)CSc1nnc(Cc2ccccc2)o1
6.0%	-4%	CC(=O)Nc1ccccc1C(=O)N1CCc2ccccc2C1
-1.2%	5%	CCCCC(c1nnnn1C1CCCC1)N1CCN(C2CCCCC2)CC1 (stereo not drawn)
-2.1%&4.6%	-7%&6%	CCC(C(=O)N1CCN(c2cccc(Cl)c2)CC1)c1ccccc1 (stereo not drawn)
2.5%	-7%	CC12CCC(C(=O)Nc3cccc(NC(=O)C45CCC(C)(C(=O)O4)C5(C)C)n3)(OC1=O)C2(C)C
0.0%	6%	COc1cc(NC(=O)COc2ccc(Cl)cc2Br)cc(OC)c1
0.6%	-11%	COCC(C)NCc1ccccc1C (stereo not drawn)
0.9%	4%	COC(=O)C1=C(C)N(c2ccc(C)cc2)/C(=C\c2sccc2C)C1=O
4.6%	-8%	CN(C)c1ccc(CNC2CC(C)(C)NC(C)(C)C2)cc1
2.0%	-2%	COc1ccc(C2CCCN2C(=O)Nc2ccc(F)cc2)cc1OC (stereo not drawn)
0.6%	-2%	O=C(N/N=C/c1ccc(Cl)cc1)C(=O)Nc1cccc(Cl)c1
-4.1%	0%	O=C(Nc1ccccc1CO)c1ccccc1F
2.0%	4%	Cc1noc(/C=C/N(C)C)c1S(=O)(=O)N1CCCC(C(=O)NC2CCCCC2)C1 (stereo not drawn)

Quoted from the listing:
Under Rat MKP-3 inhibitors, CCCCC(c1nnnn1C1CCCC1)N1CCN(C2CCCCC2)CC1 (stereo not drawn) has the entry 5%
Under Rat MKP-3 inhibitors, NS(=O)(=O)c1ccc(CCNc2ccc(C(F)(F)F)cc2[N+](=O)[O-])cc1 has the entry -2%
Under Rat MKP-3 inhibitors, O=C(Nc1ccccc1CO)c1ccccc1F has the entry 0%
Under Rat MKP-3 inhibitors, COc1ccc(OC)c(CNC(=O)C2CCCN(C(=O)N(C)C)C2)c1 (stereo not drawn) has the entry -5%
Under Hsp70 inhibitors, COc1ccc(C2CCCN2C(=O)Nc2ccc(F)cc2)cc1OC (stereo not drawn) has the entry 2.0%

Seven records drawn at random from those above, as already listed:
Hsp70 inhibitors	Rat MKP-3 inhibitors	SMILES
1.5%	0%	Cn1ccnc1SCC(=O)Nc1ccccc1F
-4.1%	0%	O=C(Nc1ccccc1CO)c1ccccc1F
-5.4%	3%	Cc1ccc2c(c1)NC(c1ccc(C)o1)C1=C(CC(c3ccccc3)CC1=O)N2 (stereo not drawn)
5.5%	.	Cc1c(C(=O)Nc2ccc3c(c2)OCCO3)sc2nc(-c3ccccc3)cn12
1.5%	-3%	CCCNS(=O)(=O)c1ccc(CCC(=O)N2CCOCC2)cc1
0.0%	6%	COc1cc(NC(=O)COc2ccc(Cl)cc2Br)cc(OC)c1
-1.5%	0%	Cc1ccccc1OCC(=O)N/N=C/c1cn(C)c2ccccc12

Next part.
Hsp70 inhibitors	Rat MKP-3 inhibitors	SMILES
2.1%	-7%	CCOP(=O)(c1c(F)c(F)c(F)c(F)c1F)C1(O)CCCCC1 (stereo not drawn)
-6.3%	-4%	COC(=O)CN(c1nc(C)cc(OC)n1)S(=O)(=O)c1ccccc1
-1.5%	2%	Cc1ccc(SCCNS(=O)(=O)c2ccc(C)cc2)cc1
3.2%	-5%	CC(C)NC(=O)N1CCOCCOCCN(C(=O)NC(C)C)CCOCCOCC1
0.8%	0%	C=CC[n+]1c(-c2ccc(OC)cc2)csc1Nc1cccc(C)c1C
2.2%	-9%	CCOC(=O)Nc1ccccc1C(=O)N1CCOCC1
-6.8%	3%	Cc1ccc(S(=O)(=O)CCc2nc3ccccc3[nH]2)cc1
0.6%	-1%	Clc1ccc(-c2noc(-c3ccc(-c4ccccc4)cc3)n2)cc1
-5.3%	-4%	Cc1cc(C)cc(N(CC(=O)N2CCC(C)CC2)S(C)(=O)=O)c1
-2.6%	4%	COc1cccc(C(=O)Nc2nnc(-c3ccc([N+](=O)[O-])cc3)s2)c1
-0.6%	-8%	c1ccc2c(c1)OCC(c1csc3ncnc(N4CCOCC4)c13)O2 (stereo not drawn)
0.7%	-2%	CC(C)N(Cc1nc2ccccc2[nH]1)C(C)C
-2.7%	1%	CCOc1ccc2nc(SC3CC(=O)N(c4ccccc4C)C3=O)sc2c1 (stereo not drawn)
0.8%	-14%	CCC(C)Cn1c(C)nc2ccccc21 (stereo not drawn)
5.4%	18%	CCOc1ccc(/C=N\NC(=O)c2ccc(Br)cc2)c(O)c1
1.3%	-3%	Nc1c(N2CCOCC2)cc(Cl)c2nonc12
-0.5%	5%	COc1ccc(N=c2ssc3c2-c2cc(C)c(C)cc2NC3(C)C)cc1
-1.7%	1%	CCOC(=O)c1ccccc1NC(=O)COc1ccc(C)c(C)c1
-4.8%	-10%	COc1cc(-c2nnc(COc3ccc4ccccc4c3)o2)cc(OC)c1OC
3.1%	-2%	Cc1ccc(NC(=O)CC2Oc3ccc(C)cc3NC2=O)cc1 (stereo not drawn)
7.9%	-10%	CCOC(=O)NCCc1ccc(OC)cc1
0.7%	4%	Cc1ccc2nc(C)c3c(c2c1)OC(C)C3 (stereo not drawn)
-6.3%	.	Cn1c(=O)[nH]c(=O)c2c1nc(CN1CCOCC1)n2CCc1ccccc1
-2.0%	1%	C=CCOCC(O)CS(=O)Cc1ccccc1 (stereo not drawn)
-4.6%	4%	C=CCNC(=O)Nc1ccc2nccnc2c1
10%	.	Cc1sc(NC(=O)CSc2nnc(CCNC(=O)c3cccs3)n2C)nc1-c1ccccc1
5.9%	-1%	O=P(CO)(c1ccccc1)c1ccccc1
5.4%	.	Cc1cc(C)c(C)c(S(=O)(=O)N2CCN(Cc3nc4ccccc4[nH]3)CC2)c1C
-1.0%	-3%	O=C(O)c1ccccc1-c1nc2ccccc2c(=O)[nH]1
3.2%	0%	Cn1nnnc1SCCNC/C=C/c1ccccc1
1.7%	-16%	Cc1ccc(S(=O)(=O)n2nc(-c3cccnc3)nc2N)cc1
5.0%	-10%	CC1CN(C(=O)C2CCCN2S(=O)(=O)c2ccc(Cl)cc2)CC(C)O1 (stereo not drawn)
1.8%	.	Cc1ccccc1NC(=O)CC1SC(=O)N(c2ccccc2)C1=O (stereo not drawn)
7.4%	-1%	Cc1cccc(N2C(=O)N(c3ccccc3C)C3CS(=O)(=O)CC32)c1 (stereo not drawn)
-5.7%	7%	CC(=O)/C(=C(/C)O)c1cc(C(C)(C)C)c(O)c(O)c1C(C)(C)C
-0.6%	-1%	CC(=O)c1c(C)nc(-c2ccc(Cl)cc2)nc1N=CN(C)C
-1.1%	-10%	Cc1cc(C)n(-c2cccc3cccnc23)n1
-4.0%	1%	CCOC(=O)N=Nc1c(O)[nH]c2ccc(OC)cc12
-30%	24%	C=CCn1c(NC(=O)c2ccccc2)c(C#N)c2nc3ccccc3nc21
-0.8%	-1%	O=[N+]([O-])c1cccc(-n2cccc2/C=N/Nc2nc(N3CCOCC3)nc(N3CCOCC3)n2)c1

Given with bars between the fields: entries from further up.
SMILES | Hsp70 inhibitors | Rat MKP-3 inhibitors
Cc1ccccc1NC(=O)CC1SC(=O)N(c2ccccc2)C1=O (stereo not drawn) | 1.8% | .
Cc1ccc2nc(C)c3c(c2c1)OC(C)C3 (stereo not drawn) | 0.7% | 4%

The results go on:
Hsp70 inhibitors	Rat MKP-3 inhibitors	SMILES
-1.3%	-3%	C/C(=N\Nc1cc(-c2ccccc2)nc(C)n1)c1ccccc1
-0.4%	-13%	OCc1nnn(-c2cccc(C(F)(F)F)c2)c1CO
1.5%	.	CCCN1C(=O)N(C)C(N(O)C(=O)NC)C1(C)C (stereo not drawn)
4.6%	.	CCOC(=O)c1nnn(-c2nonc2N)c1CS(=O)(=O)c1ccccc1
-2.4%	-12%	O=C(CN1CCN(Cc2ccc(F)cc2Cl)C1=O)NCCCN1CCOCC1
-0.3%	-10%	O=c1oc2c(CN3CCOCC3)c(O)ccc2c2c1CCC2
1.7%	0%	COc1cc2ccccc2cc1C(=O)Nc1ccc(S(=O)(=O)Nc2nccs2)cc1
-3.8%	1%	COC(=N)/C(C#N)=C/c1c(O)n(-c2c(Cl)cccc2Cl)c2ccccc12
-2.0%	-6%	CCCC(C)NS(=O)(=O)c1ccc(Cl)cc1 (stereo not drawn)
5.8%	-1%	O=C1C(=O)N(CC2CCCO2)C(c2ccc(F)cc2)/C1=C(/O)c1ccccc1 (stereo not drawn)
-1.0%	2%	O=C(Nc1cccc2c1C(=O)c1ccccc1C2=O)c1ccc(S(=O)(=O)N2CCOCC2)cc1
-7.4%	-14%	CCN(CC)c1ccc(NC(=O)Cn2nnc(-c3cccc(OC)c3OC)n2)c(C)c1
5.5%	0%	CCOc1ccc(N(CC(=O)Nc2ccccc2C(=O)OC)S(=O)(=O)c2ccc(SC)cc2)cc1
